Screening results: PubChem, National Center for Advancing Translational Sciences (NCATS)
4-MU autofl – compound fluoresces in the 4-MU spectral region. compound autofluorescence, 340/450 nm, 4-MU equivalents; active compounds read high. max dye-equivalent concentration, M. actives 11% (n = 59,000). AID 589; in the data active means max dye-equivalent concentration above about 10 nM; inconclusive means mostly about 1.1 nM to 9.6 nM
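Compounds in 100 mM Tris, pH 8.0, sat 15 min at room temperature before fluorescence was read at 340 nm excitation/450 nm emission; a per-plate six-point 4-MU standard curve converted signals to dye-equivalent concentration at each compound concentration.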
Caspase-7 inhib – caspase-7 (human) inhibition, allosteric or competitive; recombinant caspase-7, Ac-DEVD-AFC fluorescence rate; AID 889; P55210; Potency, µM (highest dose often 57.5 µM), for inactives: at the top dose activity change, negative = inhibition, hits mostly inhibitors; actives 0.02% (n = 75,000); active means well fitted inhibition curve with a large enough effect in the main read-out, with a control signal flat, not every such curve was filed as active; inconclusive means small, poorly fitted or top-dose-only effect, or a change in a side signal; further: potency means the concentration at half of the fitted maximal effect; % of control where 0% means no effect
Target sequence (P55210 24-198 limits assumed): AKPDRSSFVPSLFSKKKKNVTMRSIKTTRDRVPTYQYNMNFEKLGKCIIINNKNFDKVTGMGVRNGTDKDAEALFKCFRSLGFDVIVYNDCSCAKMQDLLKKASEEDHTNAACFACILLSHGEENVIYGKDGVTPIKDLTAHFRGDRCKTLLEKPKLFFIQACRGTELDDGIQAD
Target sequence (P55210 207-303 limits assumed): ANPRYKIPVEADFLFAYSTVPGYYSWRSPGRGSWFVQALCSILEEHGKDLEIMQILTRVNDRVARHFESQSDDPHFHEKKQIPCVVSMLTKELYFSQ
ERK AVP inh – inhibitors of vasopressin-stimulated ERK signaling pathway; HEK293-V1b, vasopressin-stimulated pERK AlphaScreen; Potency, µM (top dose mostly 57.5 µM), without a hit: top-dose activity, negative = inhibition, hits mostly inhibitors; actives 0.99% (n = 72,000); AID 995; further: potency means the concentration at half of the fitted maximal effect; on the % scale 0 is the no-effect control and ±100 the full control effect; nearly all actives have a fitted effect of over 55% in size
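Phosphorylated ERK1/2 detected via AlphaScreen bead proximity in lysates of V1b-expressing HEK293 cells given 25 nM vasopressin for 5 min after 30 min compound exposure (37 °C). AC50 from Hill equation; basal DMSO 0%, vasopressin 100%.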
A350 fluor – compound fluoresces in the Alexa 350 spectral region; Compound autofluorescence, 340/450 nm, Alexa 350 dye-equivalents; active compounds read high; max dye-equivalent concentration, M; actives 11% (n = 59,000); in the data active means max dye-equivalent concentration above about 10 nM; inconclusive means mostly about 1.1 nM to 9.6 nM
Fluorescein autfl – compound autofluorescence in fluorescein spectral region; max fluorescein-equivalent concentration, M; actives 0.91% (n = 59,000); AID 593; Compound autofluorescence, 480/540 nm, fluorescein-equivalent; active compounds read high; in the data active means max fluorescein-equivalent concentration above about 10 nM; inconclusive means between about 1.1 nM and that limit
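Compounds (23 nL) in 100 mM Tris pH 8.0, 15 min at room temperature, then fluorescence read at 480 nm excitation/540 nm emission. Signal converted to fluorescein-equivalent concentration from an on-plate fluorescein standard curve.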
Rhodamine autofl – rhodamine region autofluorescence; Rhodamine-region fluorescence, 547/598 nm, Tris buffer; active compounds read high; max dye-equivalent concentration, M; actives 0.05% (n = 59,000); AID 594; in the data active means max dye-equivalent concentration above about 11 nM; inconclusive means between about 1.1 nM and that limit
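qHTS spectral profiling of compounds without any target or enzyme present, in pH 8.0 Tris buffer; plates were read after a 15-minute room-temperature incubation using the rhodamine-region filter set.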
Tau filament bind – binders of human tau filaments; recombinant tau filaments, thioflavin S fluorescence, 15 h; filaments grown with octadecylsulfate alongside compound; Potency, µM (doses to about 57.1 µM), inactives show at the highest dose activity change, negative = inhibition; actives 2% (n = 71,000); AID 596;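 further: potency means the concentration at half of the fitted maximal effect; on the % scale 0 is the no-effect control and ±100 the full control effect; actives lower thioflavin S fluorescence by blocking filaments or displacing dye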
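Quantitative HTS: thioflavine S signal from ODS-induced tau filaments, excited at 450 nm, emission 510 nm. Conditions: 1 uM tau, 30 uM ODS, 15 h at 37 C, pH 7.4.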
Casp1 inh – allosteric or competitive inhibitors of human caspase-1 | P29466 | Caspase-1 enzyme, Ac-WEHD-AFC fluorogenic rate | Potency, µM (doses to about 57.5 µM), for the others: at the highest dose activity change, negative = inhibition, most hits filed as inhibitors | actives 0.03% (n = 75,000);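 further: potency means the concentration at half of the fitted maximal effect; plate controls were vehicle for no effect and no substrate for full effect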
Texas Red fluor – compounds fluorescent in Texas Red spectral region; Compound fluorescence, Texas Red channel, 547/618 nm; active compounds read high; max dye-equivalent concentration, M; actives 0.06% (n = 59,000); AID 587; in the data active means max dye-equivalent concentration above about 10 nM; inconclusive means between about 1.1 nM and that limit
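Compound fluorescence was read after 15 min at room temperature in 100 mM Tris, pH 8.0, using 547 nm excitation and 618 nm emission across a concentration series. It was expressed as Texas Red dye-equivalent concentration from an on-plate standard curve.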
FLuc inh – blocks Photinus pyralis firefly luciferase activity; purified firefly luciferase, luminescence, 8 min; Potency, µM (doses to about 57.1 µM), inactives show at the top dose activity change, negative = inhibition, hits mostly inhibitors; actives 2.2% (n = 72,000); AID 411; further: potency means the concentration at half of the fitted maximal effect; on the % scale 0 is the no-effect control and ±100 the full control effect; nearly all actives have a fitted effect of over 40% in size
Target sequence (P08659 whole entry, looked up): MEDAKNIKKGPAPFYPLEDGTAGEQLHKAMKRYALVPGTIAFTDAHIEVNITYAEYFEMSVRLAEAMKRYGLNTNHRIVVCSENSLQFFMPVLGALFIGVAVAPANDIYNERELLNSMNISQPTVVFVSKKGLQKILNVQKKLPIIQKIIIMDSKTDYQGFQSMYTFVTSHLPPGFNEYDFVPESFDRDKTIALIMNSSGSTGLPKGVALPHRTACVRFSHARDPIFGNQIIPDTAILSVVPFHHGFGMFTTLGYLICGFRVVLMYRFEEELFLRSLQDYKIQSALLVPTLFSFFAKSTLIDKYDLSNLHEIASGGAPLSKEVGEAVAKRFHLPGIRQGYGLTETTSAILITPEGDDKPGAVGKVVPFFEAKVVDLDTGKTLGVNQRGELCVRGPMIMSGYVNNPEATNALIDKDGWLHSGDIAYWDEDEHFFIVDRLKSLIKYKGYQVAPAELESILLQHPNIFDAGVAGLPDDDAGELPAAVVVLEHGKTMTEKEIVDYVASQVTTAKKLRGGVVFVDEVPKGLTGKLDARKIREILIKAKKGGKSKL
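Inhibition of light generation by firefly luciferase from ATP and luciferin was profiled with concentration-response curves per sample, ATP held at 10 uM within the enzyme's linear range. Plates were read by luminescence after an 8-minute ambient incubation.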
HEK293 cAMP cs – counter-screen for TSHR agonists: cAMP increase in parental HEK293 | actives 2.5% (n = 73,000) | Potency, µM (titrated, usually from 57.1 µM), for inactives: at the top dose activation, usual class: activators | parental HEK293 CNG cAMP sensor, membrane potential fluorescence; further: potency means the concentration at half of the fitted maximal effect; % of control where 0% means no effect; nearly all actives have a fitted effect of over 55% in size
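Counterscreen for endogenous-receptor signalling: CNG-channel HEK 293 cells report cAMP rise by membrane depolarization. After 60 min dye equilibration with 100 uM RO 20-1724, compounds incubated 30 min before bottom-read fluorescence at 590 nm.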
An asterisk follows results filed as active; i = inactive; ? = inconclusive; . = no result given; [ ] = dose if it differs, or a comment. Unless noted, the call rests on the fitted dose curve; in most records, active means well fitted curve in the direction sought with a large enough effect; inconclusive means small, poorly fitted or top-dose-only effect, or another doubt; inactive means no such curve, though single readings can be large; an effect the other way counts as inactive or inconclusive.

Molecule,4-MU autofl,Caspase-7 inhib,ERK AVP inh,A350 fluor,Fluorescein autfl,Rhodamine autofl,Tau filament bind,Casp1 inh,Texas Red fluor,FLuc inh,HEK293 cAMP cs
COCCNS(=O)(=O)c1ccc(C2CNC(=O)C2)cc1 (stereo not given),.,0%,-1%,.,.,.,-1%,1%,.,2%,-1%
CC(C)(C)n1nnc(CCc2nnn(C(C)(C)C)n2)n1,i,.,.,i,?,i,.,.,i,0%[25.5 µM],.
O=C(c1cccn2c(=O)c3ccccc3nc12)N1CCN(c2ccccn2)CC1,5.7e-08M*,-16%,-13%,5.7e-08M*,?,i,3%,-12%,i,-2%,4%
Cc1ccc(N(C(=O)C2CCCC2)C2C=CS(=O)(=O)C2)cc1C (stereo not given),i,0%,-14%,i,i,i,-4%,2%,?,0%,3%
Cc1noc(C)c1C(=O)N1CCC2(CCCN(C(=O)Nc3cccc(F)c3)C2)CC1,i,0%,-12%,i,i,i,6%,-3%,i,1%[11.4 µM],-7%
CCS(=O)(=O)N1CCN(c2nc(-c3ccccc3)cs2)CC1,i,-1%,?,i,i,i,1%,-4%,i,-18%,27%
c1ccc(Cc2nnc3sc(-c4ccccn4)nn23)cc1,i,-2%,-2%,i,?,i,-25%,-1%,i,1%,7%
CCCc1cc(C(=O)NC2CCCCC2)no1,.,0%,8%,.,.,.,3%,1%,.,-10%,23%
Cc1ccc(Cl)cc1N1CCN(C(=O)COc2ccc(S(=O)(=O)NC(C)C)cc2)CC1,.,-5%,-18%,.,.,.,58%,-2%,.,1%,28%
CCN1C(=O)c2ccc(C(=O)NCc3ccccc3)cc2C1=O,i,-2%,-30%,i,i,i,7%,1%,i,0%,0%
O=C1CCC(C(=O)Nc2ccc(OC(F)F)cc2)N1 (stereo not given),1.8e-08M*,6%,3%,2.2e-08M*,i,i,-4%,-1%,i,-35%,0%
COc1cccc(Cn2c(=O)cnc3cnc(Nc4cccc(OC)c4)nc32)c1,i,-26%,?,i,i,i,?,?,i,0%[11.4 µM],?
CCn1c(C(=O)N2CCc3ccccc3C2)cc2sccc21,.,-8%,?,.,.,.,11%,-3%,.,-5%,?
Cc1cc(CN2CCN(CCC#N)CC2)c(O)c(C2(C)CCCCC2)c1,i,-4%,-67%,i,i,i,-12%,-1%,i,3%,12%
Cc1nc(NC(=O)CSc2nc3cccnc3n2C2CCCCC2)sc1C,i,-1%,-20%,i,i,i,0%,2%,?,-1%,7%
Cc1csc(NC(=O)CCCSc2nc3ccccc3s2)n1,i,-4%,16µM*,i,?,i,10%,-2%,?,-3%,?
CC(C)NC(=O)N1CCCC2(CCN(C(=O)c3cccc(F)c3)CC2)C1,i,1%,2%,i,i,i,5%,-5%,i,1%[11.4 µM],21%
CC(=O)NC1CC2CCCC(C1)N2C(=O)Nc1ccc(Cl)c(C(F)(F)F)c1 (stereo not given),i,-1%,-14%,i,i,i,2%,-1%,?,-5%,-68%[inhibitor]
CC(C)OCC(O)Cn1c(N2CCCC2)nc2c1c(=O)[nH]c(=O)n2C (stereo not given),i,1%,-15%,?,i,i,5%,1%,?,1%,7%
CC(C)OC(=O)C(C#N)c1nc2ccccc2nc1N1CCCC1 (stereo not given),7.3e-08M*,.,.,8.5e-08M*,?,i,.,.,i,3%[25.5 µM],.
CCOc1ccc(C2C(C#N)=C(N)Oc3cc(C)n(CCN(C)C)c(=O)c32)cc1OCC (stereo not given),i,0%,-13%,i,i,i,-11%,0%,?,2%,?
COc1ccc(-c2nnn(CC(=O)N(Cc3cccs3)C(C)C(=O)NC3CCCC3)n2)cc1OC (stereo not given),i,0%,?,i,i,i,72%,-4%,i,-2%,13%
O=C(CSc1nnc(-c2ccc(Cl)cc2)n1Cc1ccco1)Nc1ccc2c(c1)OCCO2,i,-3%,2%,i,?,i,54%,-3%,i,-4%,?
CC1CCN(S(=O)(=O)c2cc(Br)cc(C(=O)NC3=NCCS3)c2)CC1,i,4%,-22%,i,i,i,0%,-2%,i,-4%,24%
CCOc1nc(C#N)nc(N2CCCCC2)n1,i,3%,36%,i,?,i,13µM*,-1%,i,2%,?
CC(=O)NCCc1csc(-c2ccccc2)n1,i,1%,3%,i,i,i,-8%,1%,i,-5%,6%
CCOC(=O)N1CCN(C(=O)c2csc3c2CCCCC3)CC1,i,-2%,16%,i,i,i,-12%,2%,?,1%,3%
Cc1cccc(Cn2c(=O)c3c(nc4n3CCCN4Cc3ccccc3)n(C)c2=O)c1,?,-4%,-26%,?,?,i,0%,-3%,?,1%,-26%
COCCNC(=O)Cn1ncc2ccsc2c1=O,.,1%,15%,.,.,.,-12%,1%,.,2%,22%
Cc1ccccc1C(=O)Nc1c(C(=O)N2CCCC2)cnn1-c1ccccc1,i,2%,20%,i,i,i,0%,1%,i,4%,5%
O=C(NCCCNC1CCCCC1)c1ccc(/C=N/O)nc1,i,0%,53%[activator],i,?,i,0%,-1%,i,-1%,6%
CC1CCN(CCCNC(=O)CN2CCN(Cc3ccc(Cl)cc3)C2=O)CC1,.,-2%,0%,.,.,.,-18%,0%,.,1%,15%
Cc1cc(CNC(=O)Nc2ccc3c(c2)OCO3)nn1C,i,0%,-22%,i,?,i,6%,1%,i,-6%,14%
Cn1c(SCC(=O)OC2CCCCC2)nnc1-c1ccc(S(=O)(=O)N2CCCC2)cc1,i,-1%,?,i,i,i,8%,2%,i,2%,10%
O=C(Nc1ccccc1)c1cccnc1N1CCOCC1,i,1%,-14%,i,i,i,8%,1%,i,1%,10%
CCN(Cc1cc2ccccc2[nH]c1=O)S(=O)(=O)c1ccccc1,i,-2%,-14%,i,i,i,13µM*,0%,i,-8%,1%
c1nc(NCCN2CCOCC2)c2cc(-c3ccc4c(c3)OCO4)ccc2n1,i,2%,-17%,i,?,i,-5%,1%,i,-2%[2.29 µM],11%
CCC(c1nnnn1CCc1ccccc1)N(Cc1ccco1)Cc1cc2c(C)ccc(C)c2[nH]c1=O (stereo not given),?,-8%,35%,?,?,i,-16%,-13%,i,1%,?
O=S(=O)(c1ccc2ccccc2c1)N1CCCCC1,.,0%,12%,.,.,.,-8%,-6%,.,0%,28%
COc1cccc2[nH]c3c(N4CCC(C(N)=O)CC4)ncnc3c12,7.2e-07M*,-1%,-22%,4.4e-07M*,i,i,-11%,0%,i,1%,0%
Cc1ccc(C(c2nnnn2Cc2cccs2)N2CCN(Cc3ccc4c(c3)OCO4)CC2)cc1 (stereo not given),?,-2%,?,?,i,i,4%,-1%,i,-2%,-13%
CCCc1nnc(SCC(=O)N2CCOCC2)n1CCCOC,i,3%,-4%,i,i,i,1%,-2%,i,3%,-4%
COC(=O)CSc1nc2c(c(-c3ccc(C)o3)c1C#N)CCCC2,3.4e-08M*,-1%,12%,2.8e-08M*,i,i,12%,-5%,i,-1%,2%
COc1cc2c(cc1OC)C(C(=O)N1CCOCC1)C(c1cccs1)N(C)C2=O (stereo not given),i,-1%,?,i,?,i,-10%,0%,i,3%,3%
Oc1ccc(N2CCN(C(c3ccncc3)c3nnnn3C3CCCC3)CC2)cc1 (stereo not given),i,-2%,5%,i,i,i,0%,1%,i,2%,-3%
Cc1ccccc1-c1noc(N)c1C#N,i,-1%,-4%,i,?,i,12%,3%,i,0%,9%
CCCn1c(C)nc2c(NCCCCN3CCCC3)nc(C)nc21,.,-1%,12%,.,.,.,-1%,0%,.,.,-5%
Cn1c(Cn2nnc3ccccc32)nnc1SCC(=O)c1ccc(F)cc1,i,-2%,7%,i,?,i,2%,0%,?,0%,9%
C[C@@H](C(=O)Nc1ccc2ccccc2c1)[C@@H]1C[C@@]1(C)[C@@H](NC(=O)Oc1ccc(F)cc1)c1ccccc1,.,-1%,2%,.,.,.,61%,-3%,.,.,2%
Oc1c(C(c2cccc(F)c2)N2CCN(Cc3ccccc3)CC2)sc2ncnn12 (stereo not given),.,-1%,.,.,.,.,-7%,-3%,.,1%,-6%

New compounds follow:
Molecule,4-MU autofl,Caspase-7 inhib,ERK AVP inh,A350 fluor,Fluorescein autfl,Rhodamine autofl,Tau filament bind,Casp1 inh,Texas Red fluor,FLuc inh,HEK293 cAMP cs
NC(=O)c1c(NC(=O)CN2C(=O)CCC2=O)sc2c1CCCCC2,.,-2%,.,.,.,.,1%,-2%,.,-1%,?
N#Cc1nc(COc2ccc(Br)cc2)oc1NCCN1CCOCC1,i,.,.,i,?,i,.,.,i,2%[25.5 µM],.
CCn1c(CNc2ccc(Cl)cc2)nnc1SCC(=O)NCc1ccccc1,i,0%,5%,i,?,i,2%,1%,i,1%,0%
Cc1ccc(NC(=O)NC(=O)CN2C(=O)NC3(CCCCCCC3)C2=O)c(C)c1,i,-9%,14%,?,?,i,-12%,0%,i,0%,13%
CSc1nc2nc(C)cc(-c3ccccc3)n2n1,i,1%,-30%,?,i,i,6%,0%,i,1%,-2%

The list is partial. The share of hits here may be higher or lower than overall.
